MPTP block: permeability transition pore inhibition; isolated mouse mitochondria, Ca2+ swelling absorbance, 30 min; inhibition, % at 10 µM; actives 1.4% (n = 360,000); AID 602449;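 active means inhibition of 50% or more, scaled per plate between neutral and stimulator controls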;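 further: 0% = DMSO wells given calcium and 100% = 1 mM EGTA wells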
A3G deaminase: APOBEC3G (human) deaminase inhibition; inhibition, % at 20 µM; Q9HC16; recombinant A3G, ssDNA deamination FAM/TAMRA fluorescence; actives 0.28% (n = 330,000);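 active means inhibition of at least 40% at 20 µM, with no more than 30% in the related APOBEC3A deaminase screen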;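 further: plate controls were DMSO wells with A3G for no effect and wells lacking A3G enzyme for full effect; some compounds called inactive have numbers as strong as hits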
Target sequence (Q9HC16 whole entry, looked up): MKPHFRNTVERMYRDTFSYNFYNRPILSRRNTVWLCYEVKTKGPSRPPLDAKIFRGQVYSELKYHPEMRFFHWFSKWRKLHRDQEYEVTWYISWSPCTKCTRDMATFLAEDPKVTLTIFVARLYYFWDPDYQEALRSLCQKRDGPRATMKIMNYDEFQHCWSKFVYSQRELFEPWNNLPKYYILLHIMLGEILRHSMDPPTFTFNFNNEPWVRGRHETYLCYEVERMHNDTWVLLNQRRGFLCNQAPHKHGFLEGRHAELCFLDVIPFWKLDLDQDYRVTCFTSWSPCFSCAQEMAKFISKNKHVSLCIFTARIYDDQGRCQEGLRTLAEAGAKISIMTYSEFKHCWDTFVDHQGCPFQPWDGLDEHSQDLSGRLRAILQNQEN
hIAP activ: increases human intestinal alkaline phosphatase activity. P09923. purified human IAP, CDP-Star luminescence, 30 min; hits give high values; 1 = vehicle-only enzyme, 0 = enzyme-free background. activation factor at 10 µM. actives 0.16% (n = 330,000). AID 2524;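 active means activation factor of the enzyme at least 2-fold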; further: the source names both 10 and 20 µM as test concentration; values of inactives mirror those of a sister screen read the other way
hIAP inh: blocks human intestinal alkaline phosphatase | purified IAP, CDP-Star luminescence, 30 min | inhibition, % at 10 µM | P09923 | AID 2544 | actives 0.12% (n = 330,000);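 active means inhibition reaching a set limit with compound at 10 µM in the primary screen, cut at about 35% in these data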;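 further: plate controls were DMSO wells with enzyme for no effect and no-enzyme buffer wells for full effect; values of inactives mirror those of a sister screen read the other way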
mIAP activ: increases mouse intestinal alkaline phosphatase activity | muIAP, CDP-Star luminescence, 30 min; hits give high values; 1 = vehicle-only enzyme signal, 0 = enzyme-free wells | activation factor at 10 µM | actives 0.24% (n = 330,000) | AID 2805;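 active means activation factor of at least 2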; further: the source names both 10 and 20 µM as test concentration; values of inactives mirror those of a sister screen read the other way
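System: mouse IAP enzyme. Reagent: CDP-Star chemiluminescent phosphatase substrate. Benchmarks: DMSO wells, no-enzyme wells. Times: 30 min enzyme-substrate-compound incubation at room temperature. Detection: luminescence from enzymatic CDP-Star hydrolysis. Doses: test compounds delivered from DMSO solution.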
ATG4B inh: inhibitors of human ATG4B cysteine protease. actives 0.51% (n = 340,000). inhibition, % at 8.33 µM. ATG4B cleavage of LC3-PLA2, NBD-HPC fluorescence, 1 h. AID 504462; in the data active means inhibition above about 40%
Target sequence (Q9Y4P1 whole entry, looked up): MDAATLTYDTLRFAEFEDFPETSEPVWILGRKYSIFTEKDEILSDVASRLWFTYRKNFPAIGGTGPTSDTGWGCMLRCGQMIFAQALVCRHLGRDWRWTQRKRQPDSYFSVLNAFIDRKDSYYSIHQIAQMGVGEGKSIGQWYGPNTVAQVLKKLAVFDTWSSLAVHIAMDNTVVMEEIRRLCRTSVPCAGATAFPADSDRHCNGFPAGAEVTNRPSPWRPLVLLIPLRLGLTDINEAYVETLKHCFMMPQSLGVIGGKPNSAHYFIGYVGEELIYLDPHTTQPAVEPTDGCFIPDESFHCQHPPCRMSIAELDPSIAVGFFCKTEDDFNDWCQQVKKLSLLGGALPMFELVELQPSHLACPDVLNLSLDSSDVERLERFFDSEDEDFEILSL
mIAP inh: blocks mouse intestinal alkaline phosphatase; inhibition, % at 10 µM; actives 0.2% (n = 330,000); purified mouse IAP, CDP-Star luminescence, 30 min;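 active means inhibition of at least 40% at 10 µM in the primary screen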;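 further: plate controls were DMSO with enzyme for no effect and no enzyme wells for full effect; values of inactives mirror those of a sister screen read the other way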
A3A deaminase: human APOBEC3A DNA deaminase inhibition. recombinant A3A, FAM/TAMRA ssDNA deamination fluorescence. P31941. inhibition, % at 20 µM. actives 0.41% (n = 330,000). AID 493011;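 active means at least 40% inhibition at 20 µM here, with at most 30% in a related deaminase screen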;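 further: plate controls were A3A with DMSO for no effect and wells lacking A3A enzyme for full effect; some results filed as inactive read as strong as hits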
Target sequence (P31941 whole entry, looked up): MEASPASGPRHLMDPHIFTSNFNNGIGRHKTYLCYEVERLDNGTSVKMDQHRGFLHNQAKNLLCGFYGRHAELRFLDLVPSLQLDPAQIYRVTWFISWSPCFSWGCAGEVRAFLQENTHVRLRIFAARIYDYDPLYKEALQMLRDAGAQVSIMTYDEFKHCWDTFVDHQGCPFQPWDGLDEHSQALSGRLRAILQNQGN
beta cell repl: inducers of beta-cell replication in MIN6 cells | MIN6 cells proliferation, ATPlite luminescence, 48 h; cells starved in 0.2% serum; 100% = growth in 10% serum | proliferation, % at 10 µM | actives 0.29% (n = 330,000);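 active means compounds whose signal lies at least 3.5 SD above the mean of all wells on their plate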;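 further: 0% = DMSO-treated cells in low-serum medium and 100% = 10% serum control; some compounds called inactive have numbers as strong as hits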
* hit, by the source's call.

SMILES | MPTP block | A3G deaminase | hIAP activ | hIAP inh | mIAP activ | ATG4B inh | mIAP inh | A3A deaminase | beta cell repl
O=c1[nH]cc(N2CCCCCC2)c(=O)[nH]1 | -0.9 | -1 | 1.1 | -10 | 1 | 8 | -1 | -2 | 0
CC(=O)N1CC[n+]2c(-c3ccc(Cl)cc3Cl)csc21 | 0.7 | -6 | 1 | -4 | 0.9 | 2 | 10 | -2 | -2
O=C(CN1CCCC1)NCC(=O)Nc1ccc(F)cc1 | -0.1 | 5 | 0.81 | 19 | 1.1 | 1 | -9 | 3 | 0
Cc1cc(SCc2ccc(Cl)cc2Cl)nc(=O)[nH]1 | 0.3 | 0 | 0.79 | 21 | 0.89 | -1 | 11 | 2 | 0
O=C(CNC(=O)c1ccc2ccccc2c1)NC1CCCCC1 | 0.5 | -4 | 1.1 | -11 | 1 | 2 | -5 | -3 | -4
O=C(CN1CCN(C(=O)c2ccco2)CC1)Nc1ccc2c(c1)OCO2 | -1.0 | 2 | 1.1 | -6 | 1 | -3 | -3 | -1 | -4
FC(F)(F)c1ccccc1CNCc1ccncc1 | -0.7 | -5 | 1.2 | -16 | 1.1 | -5 | -10 | -7 | -3
CCO[C@H]1OC(C(=O)N2CCOCC2)=C[C@@H](C2CC2)[C@@H]1CCCO | -0.4 | -3 | 0.97 | 3 | 1 | 8 | 0 | -1 | -6
Cc1cc(S(=O)(=O)N2CCOCC2)ccc1OCC(=O)Nc1ccccc1F | 0.5 | -9 | 0.91 | 9 | 0.98 | 4 | 2 | -4 | 1
CCCCc1nc2cc(C(=O)N3CCN(c4nc(C)cnc4C)CC3)ccc2o1 | 0.0 | 1 | 1.2 | -20 | 1 | -8 | 0 | -2 | 2

Among those listed so far, these contain nitrogen in an aromatic ring:
SMILES | MPTP block | A3G deaminase | hIAP activ | hIAP inh | mIAP activ | ATG4B inh | mIAP inh | A3A deaminase | beta cell repl
O=c1[nH]cc(N2CCCCCC2)c(=O)[nH]1 | -0.9 | -1 | 1.1 | -10 | 1 | 8 | -1 | -2 | 0
CC(=O)N1CC[n+]2c(-c3ccc(Cl)cc3Cl)csc21 | 0.7 | -6 | 1 | -4 | 0.9 | 2 | 10 | -2 | -2
Cc1cc(SCc2ccc(Cl)cc2Cl)nc(=O)[nH]1 | 0.3 | 0 | 0.79 | 21 | 0.89 | -1 | 11 | 2 | 0
FC(F)(F)c1ccccc1CNCc1ccncc1 | -0.7 | -5 | 1.2 | -16 | 1.1 | -5 | -10 | -7 | -3
CCCCc1nc2cc(C(=O)N3CCN(c4nc(C)cnc4C)CC3)ccc2o1 | 0.0 | 1 | 1.2 | -20 | 1 | -8 | 0 | -2 | 2

Next compounds
SMILES | MPTP block | A3G deaminase | hIAP activ | hIAP inh | mIAP activ | ATG4B inh | mIAP inh | A3A deaminase | beta cell repl
CCc1c(C)sc(NC(=O)Cn2nc(C(F)(F)F)c3c2CCCC3)c1C#N | 65* | 10 | 1 | -2 | 0.9 | -6 | 10 | -2 | -5
CC1CCCCC1NC(=O)COc1ccc(C#N)cc1 (centres undefined) | -0.6 | 8 | 1 | -2 | 1.1 | 11 | -7 | 1 | 1
c1ccc(SSc2ccccn2)nc1 | -1.9 | 64* | 1 | -2 | 0.93 | -5 | 7 | -4 | -4
CCC1CCCCN1CCCCOc1cccc(Cl)c1 (centres undefined) | -0.4 | -3 | 1.1 | -9 | 1 | 2 | -5 | -1 | -2
O=C(CN(C(=O)c1csnn1)c1ccccc1F)NCc1ccccc1 | 0.3 | 11 | 1 | -3 | 0.94 | 3 | 6 | 2 | -1
CCCOc1ccc(C2C(C(=O)OC)=C(C)N=C3SCCC(=O)N32)cc1OCC (centres undefined) | -0.2 | 6 | 1 | -2 | 0.97 | -5 | 3 | -4 | -3
CCOC(=O)c1c(C)[nH]c(C)c1C(=O)COC(=O)c1ccc(OC)cc1 | -2.8 | -11 | 0.87 | 13 | 1 | -10 | -2 | -3 | -2
CCCN(CCC)CCSc1nc(O)c(C(C)C)c(=O)[nH]1 | 1.3 | -5 | 0.94 | 6 | 0.99 | 1 | 1 | -4 | 2
CCOC(=O)c1cnc(SCC(=O)N2CCc3ccccc32)nc1N | 1.3 | -6 | 1.1 | -8 | 1.2 | -17 | -18 | -3 | -1
CCOc1ccc(-c2n[nH]c(=S)c3ccccc23)cc1 | 1.1 | 2 | 0.97 | 3 | 1.1 | 3 | -6 | 3 | -1

Sorted by the number under mIAP inh (ascending): three from the list above.
mol,MPTP block,A3G deaminase,hIAP activ,hIAP inh,mIAP activ,ATG4B inh,mIAP inh,A3A deaminase
CC1CCCCC1NC(=O)COc1ccc(C#N)cc1 (centres undefined),-0.6,8,1,-2,1.1,11,-7,1
CCOc1ccc(-c2n[nH]c(=S)c3ccccc23)cc1,1.1,2,0.97,3,1.1,3,-6,3
CCc1c(C)sc(NC(=O)Cn2nc(C(F)(F)F)c3c2CCCC3)c1C#N,65*,10,1,-2,0.9,-6,10,-2

A second format for 2 compounds above:
> c1ccc(SSc2ccccn2)nc1
  MPTP block = -1.9 | A3G deaminase = 64* | hIAP activ = 1 | hIAP inh = -2 | mIAP activ = 0.93 | ATG4B inh = -5 | mIAP inh = 7 | A3A deaminase = -4 | beta cell repl = -4

> CCC1CCCCN1CCCCOc1cccc(Cl)c1 (centres undefined)
  MPTP block = -0.4 | A3G deaminase = -3 | hIAP activ = 1.1 | hIAP inh = -9 | mIAP activ = 1 | ATG4B inh = 2 | mIAP inh = -5 | A3A deaminase = -1 | beta cell repl = -2

More results:
SMILES | MPTP block | A3G deaminase | hIAP activ | hIAP inh | mIAP activ | ATG4B inh | mIAP inh | A3A deaminase | beta cell repl
CCOc1ccc(NC(=O)COC(=O)c2c(OC)cccc2OC)cc1 | 1.1 | -5 | 0.86 | 14 | 1 | -3 | -1 | 0 | 0
Cc1cccc(N(CC(N)=O)C2SC(=O)NC2=O)c1 (centres undefined) | -1.2 | -6 | 0.94 | 6 | 0.98 | -1 | 2 | -13 | -2
CCOc1c(C)cc(S(=O)(=O)NCc2cccnc2)c(C)c1C | -0.5 | -2 | 1.3 | -26 | 1.2 | 0 | -15 | -8 | -2
Cc1ccc(-n2nc3cc(C)c(N)cc3n2)cc1 | -4.6 | -6 | 0.85 | 15 | 0.92 | -2 | 8 | -1 | -6
O=S(=O)(Nc1nccs1)c1ccc2c(c1)OCCO2 | 0.5 | -8 | 0.89 | 11 | 0.91 | 0 | 9 | -1 | 1
Cc1ccccc1OCCC(=O)Nc1ccc(F)c(Cl)c1 | 85* | -11 | 0.9 | 10 | 1.2 | 2 | -19 | -2 | -3
CCn1c(O)c(N=NC(=O)Cc2csc(N3CCOCC3)n2)c2ccccc21 | 1.0 | -4 | 1 | 0 | 1 | 1 | -3 | 1 | -4
CN(CC(=O)Nc1ccc(F)c(Cl)c1)S(=O)(=O)c1cccc2nsnc12 | 28 | -5 | 0.98 | 2 | 0.82 | -9 | 18 | -4 | -1
Cc1c(C(=O)O)[nH]c2c1C(=O)CC(c1ccc(Cl)cc1)C2 (centres undefined) | -2.0 | -6 | 0.91 | 9 | 0.99 | -1 | 1 | -3 | -3
CC(C)CNC(=O)c1cccc(NC(=O)CCc2ccccc2)c1 | 0.9 | -6 | 1.1 | -11 | 1 | -5 | -4 | 1 | 1
COc1ccc(-c2nnn(CCc3nn[nH]n3)n2)cc1 | -0.3 | 0 | 1.1 | -6 | 1 | -7 | -3 | 2 | -1
CC1CCC(N2CCN(S(C)(=O)=O)CC2)CC1 (centres undefined) | -0.3 | -2 | 1.2 | -19 | 0.97 | 2 | 3 | 2 | 0
Cc1coc2cc3oc(=O)cc(C)c3cc12 | 0.7 | 2 | 1.1 | -8 | 1.1 | 0 | -5 | 1 | 7.3*
CCN(Cc1ccccc1)S(=O)(=O)c1ccc(C(=O)N(CCCN(C)C)c2nc3cc4c(cc3s2)OCO4)cc1 | 1.4 | -13 | 0.87 | 13 | 0.98 | 8 | 2 | -3 | -7
COC(=O)c1ccc(COc2ccc(C(C)(C)C)cc2)o1 | 0.0 | -5 | 1.2 | -16 | 1 | 2 | -1 | 1 | -2
CCOc1ccccc1NC(=O)c1cc(-c2ccccn2)nc2ccccc12 | -0.2 | -4 | 1 | -1 | 1 | -4 | -4 | 1 | 7
Cc1ccc2[nH]c3c(c2c1)CCCC3C(N)=O (centres undefined) | -0.3 | 0 | 0.97 | 3 | 0.98 | 5 | 2 | 2 | -3
CCC(CC)COC(=O)C1=C(C)NC(=O)NC1c1ccc2c(c1)OCO2 (centres undefined) | 0.5 | 1 | 1.1 | -5 | 0.98 | -3 | 2 | -4 | -3
COC(=O)C1CCN(Cc2cn(-c3ccccc3)nc2-c2ccc3c(c2)OCO3)CC1 | 0.7 | -4 | 1 | -2 | 0.98 | 4 | 2 | 0 | -3
COc1ccccc1Nc1ncnc2nc[nH]c12 | 1.2 | -1 | 1.1 | -14 | 0.9 | -7 | 10 | 2 | -1
Cc1onc(-c2ccccc2)c1C(=O)NCC1CCCO1 (centres undefined) | -1.0 | -3 | 1 | 0 | 1 | -7 | -1 | 0 | -2
COCCCN1C(=O)C(=O)/C(=C(/O)c2ccc(OCC(C)C)cc2C)C1c1cccnc1 (centres undefined) | 0.8 | -5 | 0.93 | 7 | 0.88 | -9 | 12 | -7 | -2
CC(C)(C)C1(O)CC(C(F)(F)F)=NN1C(=O)Cc1ccc([N+](=O)[O-])cc1 (centres undefined) | 1.7 | -2 | 0.88 | 12 | 0.93 | -4 | 7 | 5 | 1
COc1ccc(-c2noc(CCC(=O)NCCCN3CCC(C)CC3)n2)cc1 | -4.4 | -4 | 1 | -1 | 1.1 | -1 | -12 | -3 | -1
CCCCN1C(=O)c2ccc(C(=O)OCC(=O)N3CCN(c4ccccc4)CC3)cc2C1=O | -0.4 | -8 | 0.93 | 7 | 1 | 3 | 0 | -4 | 6
O=C(CSc1nnc(-c2cccc(F)c2)o1)N1CCCC1 | -1.9 | -5 | 1.1 | -7 | 1.1 | -5 | -8 | 0 | 1
Cc1ccc(NC(=O)CN(C)C(=O)CSc2nnc(N)s2)cc1 | 0.6 | -7 | 0.95 | 5 | 0.89 | 2 | 11 | 2 | 3
CCCCC(=O)Nc1cccc(NC(=O)c2cccnc2Cl)c1 | 0.9 | -3 | 1.2 | -18 | 0.91 | -5 | 9 | -2 | 2
O=C(/C=C/c1cccc([N+](=O)[O-])c1)OCC(=O)N1CCOCC1 | 4.9 | -6 | 0.85 | 14 | 1 | -11 | 0 | -4 | -2
Cc1cccc(N2CCN(C(=O)CCc3nc4ccccc4c(=O)[nH]3)CC2)c1C | -0.9 | -7 | 1.2 | -22 | 1 | -3 | -4 | 0 | -1
Cc1ccc(NC(=O)CS(=O)CC(=O)N(c2ccccc2)C(C)C(=O)NC2CCCC2)cc1 (centres undefined) | 1.8 | 2 | 1 | -1 | 1.1 | -6 | -7 | 3 | -1
COc1ccc(-c2nc(C#N)c(N3CCCCCC3)o2)cc1OC | -1.3 | -2 | 0.95 | 5 | 0.93 | -4 | 7 | -2 | -1
Cc1noc(NS(=O)(=O)c2ccc(N/C=C/C(=O)c3ccc(F)cc3)cc2)c1C | -0.9 | -1 | 0.81 | 18 | 1 | -4 | 0 | 0 | -4
N#CC1CCN(C(=O)c2ccc3c(Cl)c4c(nc3c2)CCCC4)CC1 | 0.1 | -8 | 0.92 | 8 | 0.88 | -4 | 12 | -3 | 9
